HCMV inh – inhibitors of human cytomegalovirus | HFF cells, HCMV-luciferase reporter, 72 h; hits give low values | AID 1259415 | activity change, negative = inhibition, % at 57.5 µM | actives 4.5% (n = 410,000); in the data active = activity change below about -60%; inconclusive = no clear call, values can overlap the other calls; inactive = above about -39%
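Human foreskin fibroblasts infected with luciferase-reporter HCMV at MOI 1 PFU/cell, compounds at two doses. Luciferase measured 72 h post infection; normalized to buffer-only basal and Salinomycin (10uM) controls.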
FBPA Giardia inh – Giardia lamblia aldolase inhibition. actives 0.71% (n = 290,000). purified Giardia FBPA. Potency, µM (highest dose often 59.6 µM), for inactives: at the highest dose activity, negative = inhibition, usual class: inhibitors. AID 2451; note: potency is the fitted concentration of half-maximal effect; nearly all actives have a fitted effect of over 55% in size
Target sequence (A8B2U2 whole entry, looked up): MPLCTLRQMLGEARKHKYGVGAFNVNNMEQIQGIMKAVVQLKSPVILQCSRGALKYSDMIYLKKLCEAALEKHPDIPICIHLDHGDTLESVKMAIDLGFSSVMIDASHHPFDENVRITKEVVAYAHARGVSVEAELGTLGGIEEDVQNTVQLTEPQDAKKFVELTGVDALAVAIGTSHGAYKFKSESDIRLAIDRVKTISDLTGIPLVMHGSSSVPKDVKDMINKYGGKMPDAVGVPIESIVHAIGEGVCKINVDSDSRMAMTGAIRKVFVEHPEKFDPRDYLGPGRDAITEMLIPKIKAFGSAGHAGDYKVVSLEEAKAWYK
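40 nM FBPA preincubated 10 min at RT with compound (up to 57.5 uM final), then substrate plus GAPDH/TPI/NAD/arsenate coupling and diaphorase/resazurin added. Fluorescence read after 20 min at RT, 525/598 nm.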
AmpC inh no detg – inhibitors of E. coli AmpC beta-lactamase without detergent; P00811; AmpC nitrocefin hydrolysis, absorbance 480 nm, 0.0001% Triton; Potency, µM (titrated, usually from 57.1 µM), without a hit: top-dose activity change, negative = inhibition, actives largely listed as inhibitors; actives 0.52% (n = 330,000); AID 485341;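 note: potency is the fitted concentration of half-maximal effect; plate controls were no compound for no effect and no enzyme for full effect; nearly all actives have a fitted effect of over 20% in size; some results filed as inactive show a strong effect at the top dose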
Target sequence (P00811 whole entry, looked up): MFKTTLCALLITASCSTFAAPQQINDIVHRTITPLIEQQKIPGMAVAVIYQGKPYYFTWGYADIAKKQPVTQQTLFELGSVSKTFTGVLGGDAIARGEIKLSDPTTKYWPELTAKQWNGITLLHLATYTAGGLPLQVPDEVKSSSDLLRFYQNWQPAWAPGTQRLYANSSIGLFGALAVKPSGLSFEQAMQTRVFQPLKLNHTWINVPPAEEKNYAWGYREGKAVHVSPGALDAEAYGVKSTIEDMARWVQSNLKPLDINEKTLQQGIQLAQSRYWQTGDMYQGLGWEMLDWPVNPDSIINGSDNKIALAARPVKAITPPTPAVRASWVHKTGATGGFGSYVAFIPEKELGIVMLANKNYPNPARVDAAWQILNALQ
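20 mM phosphate pH 7.0 + 0.01% (detergent screen) or 0.0001% Triton X-100; 5.3 nM AmpC reagent; cpd preinc 15 min RT; nitrocefin (800 uM stock) to start; A480 q20 s × 4 min; Activity was normalised to no-enzyme and no-compound control wells.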
AMA1-RON2 inh – AMA1-RON2 (P. falciparum) interaction inhibition; AlphaScreen AMA1-biotinylated RON2 peptide binding; Potency, µM (series often up to 58.2 µM), without a hit: at the highest dose activity change, negative = inhibition, usual class: inhibitors; actives 0.2% (n = 360,000); AID 720542;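 note: potency is the fitted concentration of half-maximal effect; 0% = vehicle wells and -100% = peptide control; nearly all actives have a fitted effect of over 45% in size; some results filed as inactive show a strong effect at the top dose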
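AMA1 (3D7) with his tag at 25 nM final met compounds first, then biotinylated RON2 peptide at 25 nM; detection used donor plus acceptor beads, 10 µg/mL apiece, read by AlphaScreen after 30 min at room temperature.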
AmpC detergent – inhibitors of E. coli AmpC beta-lactamase with detergent. P00811. AmpC hydrolysis of nitrocefin, absorbance 480 nm, 0.01% Triton. Potency, µM (doses to about 114 µM), without a hit: at the top dose activity change, negative = inhibition, actives largely listed as inhibitors. actives 0.041% (n = 370,000);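 note: potency is the fitted concentration of half-maximal effect; 0% = no-compound wells and -100% = no-enzyme wells; nearly all actives have a fitted effect of over 25% in size; some results filed as inactive show a strong effect at the top dose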
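20 mM phosphate pH 7.0 + 0.01% (detergent screen) or 0.0001% Triton X-100; 5.3 nM AmpC reagent; cpd preinc 15 min RT; nitrocefin (800 uM stock) to start; A480 q20 s × 4 min; Activity was normalised to no-enzyme and no-compound control wells.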
Sm TGR inh – S. mansoni TGR enzyme inhibition. Potency, µM (highest dose often 114 µM), inactives show top-dose activity change, negative = inhibition, usual class: inhibitors. purified TGR, DTNB reduction, TNB absorbance 405 nm. AID 485364. Q962Y6. actives 3% (n = 360,000); note: potency is the fitted concentration of half-maximal effect; nearly all actives have a fitted effect of over 60% in size
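First, TGR (20 nM dispensed) and NADPH were mixed with compound. Second, a 15 min room-temperature incubation followed. Third, further NADPH and then DTNB were added to start the reaction. Finally, TNB absorbance was monitored kinetically.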
* = called active by the depositor; u = inconclusive; x = not tested or not shown; & = joins results of further samples; [ ] = another dose, or the depositor's remark. Unless noted, calls come from the whole dose curve; as a rule, active = well fitted curve in the direction sought with a large enough effect; inconclusive = small, poorly fitted or top-dose-only effect, or another doubt; inactive = no such curve, though single readings can be large; an effect the other way counts as inactive or inconclusive. Unless noted, % is set by controls: 0 for no effect and ±100 for the full control effect.

SMILES	HCMV inh	FBPA Giardia inh	AmpC inh no detg	AMA1-RON2 inh	AmpC detergent	Sm TGR inh
N#Cc1ccccc1OCC(=O)Nc1ccc2c(c1)OCCO2	-11	x	-21%	6%[11.6 µM]	-4%	3%
COc1ccc(Cn2nnnc2C(c2ccc(N(C)C)cc2)N2CCC(C)CC2)cc1 (stereo unspecified)	3	-1%	-11%	u	-14%	2%
CCOc1ccc(C(=O)Nc2nnc(S(=O)(=O)Nc3ccccc3)s2)cc1	39	x	x	x	19%	2%
CC1Cc2cc(S(=O)(=O)NCc3ccc(Cl)cc3)ccc2N1C(=O)C1CCC1 (stereo unspecified)	-20	x	x	x	2%	0%
O=C1CN(C(=O)c2ccccc2Cl)c2ccccc2N1	-26	-14%	-15%	-6%	u	9%
O=C(NCc1ccc(S(=O)(=O)NC2CCCCC2)s1)c1ccccc1	6	-1%	-42%	-5%	1%	10%
COc1ccc(C(=O)Nc2nc(C)cc(C)n2)cc1[N+](=O)[O-]	5	4%	-15%	2%	u	-7%
O=C(Nc1ccc(Cc2nc3ccccc3s2)cc1)c1ccncc1	-86*	8%	21%	-3%	0%	-1%
COc1ccc(NC(=O)CSc2nnc(-c3cccnc3)s2)cc1	u	-13%	-4%	3%	0%	-2%
O=C(CN1CCOCCOCCOCC1)Nc1ccccc1	41	7%	-3%	0%	-13%	-6%
O=C(NCc1ccco1)C1CCN(C(=O)c2cc3sccc3n2Cc2ccc(F)cc2)CC1	-7	-1%	114%[activator]	-9%	3%	-28%
CCN(Cc1ccccc1)C(=O)C1CCN(C(=O)Nc2ccccc2)CC1	20	x	-6%	6%	-3%	13%
Cc1ccc(-c2cc(C(=O)Nc3sc4c(c3C(=O)NCc3ccco3)CCC4)[nH]n2)c(O)c1	-7	-2%	-15%	88%[activator]	6%	4%
CCn1c(=O)c2cc(C(=O)N3CCN(c4cccc(Cl)c4)CC3)sc2c2ccccc21	1	x	x	x	11%	18%
COc1ccc(S(=O)(=O)NCC2CCCN(C(=O)c3ccccc3)C2)cc1 (stereo unspecified)	9	-1%	2%	-8%	1%	4%
Cc1nc(C)n(CC(=O)N2CCCC(C(=O)c3ccc(Cl)cc3C)C2)n1 (stereo unspecified)	-27	1%	8%	-1%	6%	10%
CC(C)c1ccc(N(C(=O)CNC(=O)c2ccco2)C(C(=O)NC2CCCC2)c2cccnc2)cc1 (stereo unspecified)	-23	4%	80%[activator]	-9%	-11%	3%
C=CCn1c(CCNC(=O)c2ccccc2F)nnc1SCC(=O)Nc1nc2ccccc2s1	0	3%	3%	4%	1%	-1%
CS(=O)(=O)N(Cc1ccccc1)c1ccc(C(=O)Nc2ccc(C(N)=O)cc2)cc1	-11	0%	-14%	0%	0%	-60%
CC(CNC(=O)c1ccc2c(c1)nc1n2CCOC1)c1ccccc1 (stereo unspecified)	24	x	x	x	12%	-1%
O=C(COC(=O)c1ccccc1SCC(=O)N1CCCC1)NCc1ccccc1	-32	x	-3%	2%	0%	0%
CC1(c2ccccc2)NC(=O)N(N)C1=O (stereo unspecified)	u	-2%	-12%	3%	6%	2%
CCCCOc1ccc(/C=C/C(=O)OCC(=O)c2c(N)n(C)c(=O)n(C)c2=O)cc1OCC	-23	-9%	-6%	-4%	-5%	15%
O=S(=O)(Cc1ccccc1)N1CCC(N2CCN(c3ccccc3)CC2)CC1	u	-4%	-5%	-13%	-5%	-29%[11.4 µM]
COc1ccc(N2CCN(C(C)=C3C(=O)c4ccccc4C3=O)CC2)cc1	52	-26%	-4%	-7%	0%	-5%
CSc1ccccc1NC(=O)CN(Cc1ccc(Cl)cc1)S(C)(=O)=O	-21	-1%	46%	9%	u	0%
CCc1ccc(-c2cc(C)no2)cc1S(=O)(=O)Nc1cc(OC)c(OC)c(OC)c1	0	x	x	x	3%	4%
Cc1c(NC(=O)COc2ccc3ccc(=O)oc3c2)c(=O)n(-c2ccccc2)n1C	-37	x	-9%	-6%	-17%	-8%
COC(=O)C/C=C/[C@@H](C)[C@@H](/C=N/OC[C@H]1O[C@H](c2ccccc2)C=C[C@@H]1Oc1ccc(OC)cc1)NS(=O)(=O)c1ccc(C)cc1	x	-11%	17%	x	0%	-17%
COc1ccc(S(=O)(=O)Nc2ccccc2C(=O)OC2CCCN(C)C2)cc1OC (stereo unspecified)	-28	10%	-4%	-13%	-11%	14%
CSc1ccccc1NC(=O)c1cc(C2CC2)on1	-11	-1%	-9%	71%[activator]	-11%	-11%
CN(C)c1ccc(C(=O)Nc2ccc(O)c3c(=O)cc(-c4ccccc4Cl)oc23)cc1	-16	0%&-15%	-48%	0%	3%	-28%
COc1cc(NS(=O)(=O)c2ccc3c(c2)NC(=O)CO3)cc(OC)c1	-7	x	-20%	-8%	0%	-1%
Cc1c(C(=O)Nc2ccc(OC(F)(F)F)cc2)sc2nc3n(c(=O)c12)CCC3	u	-2%	92%[activator]	6%	6%	-4%
Cc1ccc(N)cc1-n1c(C)ccc1C	-4	u	-3%	-3%	u	u
O=C(COc1cc2oc(=O)c3c(c2cc1Cl)CCC3)NCCCN1CCOCC1	13	x	51%	-2%	u	-11%
CC1CCCCN1CCn1c(=S)[nH]c2cc3c(cc2c1=O)OCO3 (stereo unspecified)	-19	-16%	-25%	4%	-6%	-4%
CCN(c1ccccc1)S(=O)(=O)c1ccc(F)cc1	16	-6%	-11%	2%	-3%	6%
Cc1nc(NCCc2ccc(O)cc2)c2nnn(Cc3ccccc3)c2n1	26	5%	-17%	15%	-11%	0%
COc1ccc(CNC(=O)c2ccc(CSc3nc4ccncc4n3Cc3ccccc3F)cc2)cc1	0	x	x	x	20%	0%
COc1cc(/C=N/NC(=O)CSc2ccccn2)ccc1O	55	2%	-22%	18%	4%	0%
CC(C)CCNC(=O)Nc1ccc2c(c1)N(C)C(=O)CS2	77	4%	x	10%	-1%	0%
Cn1nc(C(=O)Nc2nnc(C3CC3)s2)c2ccccc2c1=O	-17	4%	-10%	-3%	-8%	4%
COc1ccc(OC)c(NC(=O)Cn2c(=O)n(Cc3ccccc3)c(=O)c3ccccc32)c1	-3	x	x	x	6%	4%
COc1ccc2[nH]c(=O)cc(C(=O)O)c2c1	21	-15%	-13%	22µM*	1%	-6%

Given field by field: part of the list above
> Cc1c(C(=O)Nc2ccc(OC(F)(F)F)cc2)sc2nc3n(c(=O)c12)CCC3
  HCMV inh = u	FBPA Giardia inh = -2%	AmpC inh no detg = 92%[activator]	AMA1-RON2 inh = 6%	AmpC detergent = 6%	Sm TGR inh = -4%
> CC(C)CCNC(=O)Nc1ccc2c(c1)N(C)C(=O)CS2
  HCMV inh = 77	FBPA Giardia inh = 4%	AmpC inh no detg = x	AMA1-RON2 inh = 10%	AmpC detergent = -1%	Sm TGR inh = 0%
> COc1ccc2[nH]c(=O)cc(C(=O)O)c2c1
  HCMV inh = 21	FBPA Giardia inh = -15%	AmpC inh no detg = -13%	AMA1-RON2 inh = 22µM*	AmpC detergent = 1%	Sm TGR inh = -6%
> COc1ccc(OC)c(NC(=O)Cn2c(=O)n(Cc3ccccc3)c(=O)c3ccccc32)c1
  HCMV inh = -3	FBPA Giardia inh = x	AmpC inh no detg = x	AMA1-RON2 inh = x	AmpC detergent = 6%	Sm TGR inh = 4%

Continuation:
SMILES	HCMV inh	FBPA Giardia inh	AmpC inh no detg	AMA1-RON2 inh	AmpC detergent	Sm TGR inh
CC(NCC1(N2CCOCC2)CCCCC1)C(=O)Nc1ccc(Cl)cc1Cl (stereo unspecified)	-27	u	160%[activator]	-5%	4%	-17%
O=C(Nc1cc([N+](=O)[O-])ccc1Cl)C1CC1	-33	12%	-17%	20%	-8%	-9%
Cc1ccc(NC(=O)CN(C)C(=O)c2ccccn2)cc1	6	x	-13%	1%	-8%	1%
CC(C)c1ccc(C2/C(=C(/O)c3ccc(F)cc3)C(=O)C(=O)N2CCCN2CCOCC2)cc1 (stereo unspecified)	-12	11%	4%	7%	5%	u
COc1ccc(Cn2c(CNS(=O)(=O)c3ccc(C)c(C)c3)nc3cccnc32)cc1	u	x	x	x	0%	1%
CCOC(=O)[C@]1(C#N)[C@@H]2C=CC(C(C)=O)=CN2[C@@H](C(N)=O)[C@@H]1c1ccsc1	-12	u	7%	2%	8%	40µM*
Cc1c2c(nc3c(C(=O)NC4CCCCC4C)cnn13)CCCC2 (stereo unspecified)	x	-1%	-2%	x	2%	-10%
C[C@@H]1CC[C@H]2C(=O)N3[C@@H](CC[C@@H](C)[C@@H]3c3ccc(Br)cc3)C(=O)N2[C@H]1c1ccc(Br)cc1	-12	1%	36%	-10%	u	-7%
Cc1nnc(SCC(=O)N(C)C2CCCCC2)n1C	-2	x	-17%	3%[11.6 µM]	0%	2%
CN(C)C1(CNC(=O)C2CCC(=O)N(CCc3ccc(Cl)cc3)C2)CCCCC1 (stereo unspecified)	-4	x	26%	7%	-4%	-1%
COC(=O)c1c(NC(=O)COC(=O)c2ccc(NC(=O)CC#N)cc2)sc2c1CCCCC2	9	3%	32µM*	6%	2%	12%
COC(=O)c1ccc2c(=O)n(CCCCCC(=O)NCCc3ccccc3)c(=O)[nH]c2c1	77	x	x	x	5%	-3%
CCN(CC(=O)Nc1ccc(NC(C)=O)cc1)C(=O)c1cc(C)on1	-3	x	-6%	111%[activator]	-15%	-4%
COc1ccc(NC(=O)Nc2ccc3c(c2)CCC3)c(OC)c1	-38	6%	21%[2.29 µM]	2%	u	5%
COc1cccc(C(=O)Nc2cc(-c3cn4cccnc4n3)ccc2C)c1	u	0%	-12%	5%	0%	-4%
CC(C)Sc1nc(N2CCOCC2)c2c(c1C#N)CC(C)(C)SC2	14	4%	2%	-12%	-13%	-21%
CC1(C)CC(=O)C(C=NCCN2CCN(C(=O)c3ccc(F)cc3)CC2)=C(O)C1	15	2%	-2%	69%[activator]	0%	0%

Structures above that have fluorine, in the order listed:
SMILES	HCMV inh	FBPA Giardia inh	AmpC inh no detg	AMA1-RON2 inh	AmpC detergent	Sm TGR inh
O=C(NCc1ccco1)C1CCN(C(=O)c2cc3sccc3n2Cc2ccc(F)cc2)CC1	-7	-1%	114%[activator]	-9%	3%	-28%
C=CCn1c(CCNC(=O)c2ccccc2F)nnc1SCC(=O)Nc1nc2ccccc2s1	0	3%	3%	4%	1%	-1%
Cc1c(C(=O)Nc2ccc(OC(F)(F)F)cc2)sc2nc3n(c(=O)c12)CCC3	u	-2%	92%[activator]	6%	6%	-4%
CCN(c1ccccc1)S(=O)(=O)c1ccc(F)cc1	16	-6%	-11%	2%	-3%	6%
COc1ccc(CNC(=O)c2ccc(CSc3nc4ccncc4n3Cc3ccccc3F)cc2)cc1	0	x	x	x	20%	0%
CC(C)c1ccc(C2/C(=C(/O)c3ccc(F)cc3)C(=O)C(=O)N2CCCN2CCOCC2)cc1 (stereo unspecified)	-12	11%	4%	7%	5%	u
CC1(C)CC(=O)C(C=NCCN2CCN(C(=O)c3ccc(F)cc3)CC2)=C(O)C1	15	2%	-2%	69%[activator]	0%	0%

High-throughput results: PubChem, National Center for Advancing Translational Sciences (NCATS)
